Assay outcomes as filed in PubChem.
FLuc counter = counter-screen for miR-21 project: firefly luciferase inhibitors or activators; Potency, µM (series often up to 57.5 µM), inactives show at the highest dose activity change, negative = inhibition, hits mostly inhibitors; P08659; purified FLuc, Km substrates, luminescence inhibition; 360,000 compounds, 6.9% hits; active = well fitted inhibition curve with a large enough effect; inconclusive = small, poorly fitted or top-dose-only effect;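 note: plate controls were vehicle for no effect and reference inhibitor for full effect; nearly all actives have a fitted effect of over 55% in size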
Target sequence (P08659 whole entry, looked up): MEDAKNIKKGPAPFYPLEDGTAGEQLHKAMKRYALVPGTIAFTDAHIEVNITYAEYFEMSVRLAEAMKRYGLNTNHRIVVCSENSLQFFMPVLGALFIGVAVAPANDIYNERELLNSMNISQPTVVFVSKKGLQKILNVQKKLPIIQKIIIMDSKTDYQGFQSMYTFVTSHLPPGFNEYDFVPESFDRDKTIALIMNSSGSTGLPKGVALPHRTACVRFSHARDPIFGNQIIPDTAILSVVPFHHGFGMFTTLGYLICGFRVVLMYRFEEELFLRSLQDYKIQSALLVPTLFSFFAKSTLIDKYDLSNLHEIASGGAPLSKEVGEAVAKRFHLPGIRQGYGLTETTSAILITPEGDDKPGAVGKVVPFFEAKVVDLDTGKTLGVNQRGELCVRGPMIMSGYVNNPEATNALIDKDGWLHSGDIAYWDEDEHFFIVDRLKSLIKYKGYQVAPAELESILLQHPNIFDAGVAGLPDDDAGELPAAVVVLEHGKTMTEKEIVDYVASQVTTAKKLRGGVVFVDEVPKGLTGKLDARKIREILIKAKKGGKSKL
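Purified P. pyralis luciferase (10nM final) with 10uM D-luciferin and 10uM ATP (Km levels) in 50mM Tris acetate pH 7.5, 10mM Mg acetate, 0.01% Tween-20, 0.05% BSA; qHTS 6-point titration, ~60 µM downward; luminescence read.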
Numbers without * were called inactive. Potency is the fitted concentration of half-maximal effect. These rows are one share of the data; count on the stated rates, not on these rows.

Cc1cc2n(n1)CCC(=O)N2Cc1ccc(C(=O)Nc2cc(Cl)ccc2C)cc1 was read as FLuc counter 5.8%.
Screening COc1ccc(-n2cnc3cc(C(=O)NCCC4=CCCCC4)ccc32)cc1 returned FLuc counter -2.6%.
`COc1ccc(Br)cc1C(=O)Nc1cccc2ccc(C)nc12` gave FLuc counter -5.6%.
Screening COc1ccc(CCNc2nc(SCc3cccc(Cl)c3)nc3ccccc23)cc1OC returned FLuc counter -1.8%.
Cc1ccc(-c2cn3c(n2)sc2cc(C(=O)NCCCN4CCCCC4)ccc23)cc1 was read as FLuc counter -7.8%.
`CCOC(=O)CSc1nc2ccccc2c(=O)n1CCc1ccc(OC)c(OC)c1` gave FLuc counter -12.9%.
For COc1ccc(-c2nc(SCC(=O)NC3CCCC3)c(-c3ccc(C)cc3)[nH]2)cc1OC the results were FLuc counter inconclusive.
For CCOC(=O)N1CCc2c(sc3c2c(=O)n(CCc2ccccc2)c(=O)n3Cc2ccc(F)cc2)C1 the results were FLuc counter -4.3%.
`CCC(C)NC(=O)C1CCN(C(=O)c2ccc(-n3ccc4ccccc43)s2)CC1` (stereo not drawn) gave FLuc counter inconclusive.
COc1ccc(CCNC(=O)c2ccc3c(c2)ncn3-c2ccc(C)cc2C)cc1OC was read as FLuc counter 2.0%.
`Cc1nn(C)c(C)c1S(=O)(=O)N(CC(=O)NCCc1ccccc1)c1ccc(C(C)C)cc1` gave FLuc counter -0.5%.
`Cn1c(=O)c2sccc2n2c(CCCC(=O)NCc3ccccc3)nnc12` gave FLuc counter -4.6%.

Six entries picked at random from the list so far:
Screening COc1ccc(CCNc2nc(SCc3cccc(Cl)c3)nc3ccccc23)cc1OC returned FLuc counter -1.8%.
`CCC(C)NC(=O)C1CCN(C(=O)c2ccc(-n3ccc4ccccc43)s2)CC1` (stereo not drawn) gave FLuc counter inconclusive.
Cc1ccc(-c2cn3c(n2)sc2cc(C(=O)NCCCN4CCCCC4)ccc23)cc1 was read as FLuc counter -7.8%.
Cc1cc2n(n1)CCC(=O)N2Cc1ccc(C(=O)Nc2cc(Cl)ccc2C)cc1 was read as FLuc counter 5.8%.
`Cn1c(=O)c2sccc2n2c(CCCC(=O)NCc3ccccc3)nnc12` gave FLuc counter -4.6%.
`Cc1nn(C)c(C)c1S(=O)(=O)N(CC(=O)NCCc1ccccc1)c1ccc(C(C)C)cc1` gave FLuc counter -0.5%.

Continued.
Screening Cc1c(CNC2CCCCCC2)c(C(=O)O)c(C)n1Cc1c(F)cccc1Cl returned FLuc counter -6.3%.
Cc1cc(NC(=O)c2ccc(NC(=O)CCS(=O)(=O)c3cccs3)cc2)ccc1Br was read as FLuc counter -1.9%.
O=C(Cc1ccccc1)N(Cc1cccnc1)c1nc2c(Cl)cccc2s1 was read as FLuc counter -11.1%.
`Cn1c(SCC(=O)N2CCCc3ccccc32)ncc(C(=O)Nc2ccc(Cl)cc2)c1=O` gave FLuc counter -19.5%.
`COCCN(Cc1ccco1)C(=O)Cn1ncc2c([nH]c3ccccc32)c1=O` gave FLuc counter -7.8%.
For Cc1ccc(S(=O)(=O)c2cn(C)c3cc(N4CCCC4)c(F)cc3c2=O)c(C)c1 the results were FLuc counter -5.9%.
`COc1ccc(Br)cc1CNC(=O)c1cc(=O)[nH]c2ccc(S(=O)(=O)N3CCCCC3)cc12` gave FLuc counter -2.0%.
`CC1CCC(NC(=O)Cn2ncc3c4ccccc4n(Cc4ccc(F)cc4)c3c2=O)CC1` (stereo not drawn) gave FLuc counter 2.1%.
`COc1ccc(C2c3cccn3CCN2S(=O)(=O)c2ccc([N+](=O)[O-])cc2)cc1` (stereo not drawn) gave FLuc counter -2.5%.
For Cc1ccc(C)c(CN2C(=O)C(O)(c3c(C)[nH]c4ccccc34)c3ccccc32)c1 (stereo not drawn) the results were FLuc counter -7.2%.
O=C(Nc1cc(F)ccc1F)C1COc2ccccc2C1 (stereo not drawn) was read as FLuc counter -1.5%.
Screening Cc1cccc(NC(=O)C2CCN(c3nc4ccccc4[nH]3)CC2)c1C returned FLuc counter 2.1%.
For Cc1ccc2onc(CNC(=O)N(C)Cc3ccccc3)c2c1 the results were FLuc counter -15.6%.
Screening COc1ccccc1CNC(=O)c1ccc2nc(CCc3ccccc3)oc2c1 returned FLuc counter -16.2%.
For Cc1ccn2c(Nc3ccc4c(c3)OCCO4)c(-c3ccc(Cl)s3)nc2c1 the results were FLuc counter 6.01µM*.
Cc1ccccc1OCCCCn1nnc2sc3c(c2c1=O)CCC(C)C3 (stereo not drawn) was read as FLuc counter 5.3%.
CCN1CCN(C(=O)c2ccc3c(c2)N(Cc2cc(C)ccc2C)C(=O)c2ccccc2S3(=O)=O)CC1 was read as FLuc counter 0.1%.
For CCOc1ccc(CCNC(=O)c2ccc(-n3c(C)cc4c3CCC(C)C4)cc2)cc1OCC (stereo not drawn) the results were FLuc counter 5.6%.
Screening CC(=O)c1cccc(Nc2ccc3cc(S(=O)(=O)N4CCC(C)CC4)ccc3n2)c1 returned FLuc counter 0.8%.
`Cc1ccc(CCNC(=O)CCCn2c(=O)c3cccn3c3ccc(F)cc32)cc1` gave FLuc counter -5.1%.
Screening O=C(NCCCCc1ccccc1)c1nn(-c2ccccc2)nc1CO returned FLuc counter -17.9%.
`Cc1cccn2c(=O)c(C(=O)NCCc3ccc(Cl)cc3)cnc12` gave FLuc counter 13.5µM*.
`O=C(CN1C(=O)C(c2ccc(F)cc2)=NC12CCCCCC2)Nc1ccc(F)c(Cl)c1` gave FLuc counter 3.1%.
Screening CC(C)c1ccc(NS(=O)(=O)c2ccc3[nH]cc(C(=O)NC4CCCCC4)c(=O)c3c2)cc1 returned FLuc counter inconclusive.
For CCOc1ccccc1-c1noc(CCCC(=O)Nc2cccc(C(F)(F)F)c2)n1 the results were FLuc counter -13.4%.
Cc1ccc2c(c1)CC(C)N2S(=O)(=O)c1nnc(NC(=O)c2ccccc2F)s1 (stereo not drawn) was read as FLuc counter -3.1%.
Screening CCOc1ccccc1Nc1nc2c(S(=O)(=O)c3ccc(C)cc3)nnn2c2ccsc12 returned FLuc counter -0.2%.
Screening COC(=O)c1ccccc1NC(=O)Cn1c(CCC(=O)O)ccc1-c1ccc(C)cc1 returned FLuc counter inconclusive.
For Cc1cccc(-n2c3c(cc(-c4nc(-c5ccc(Cl)cc5)cs4)c2=O)C(=O)CC(C)(C)C3)c1 the results were FLuc counter -6.5%.
For CCc1ccc(NC(=O)c2ccc(CNS(=O)(=O)c3ccc4c(c3)C(C)(C)C(=O)N4C)cc2)cc1 the results were FLuc counter inconclusive.
`Cc1cccc(NC(=O)CSC2=Nc3ccccc3C3=NC(CCC(=O)NCc4ccc(F)cc4)C(=O)N23)c1` (stereo not drawn) gave FLuc counter 2.3%.
Screening COc1ccc(OC)c(NC(=O)CSc2cn(CC(=O)N3CCOCC3)c3ccccc23)c1 returned FLuc counter 6.0%.
Screening Cc1cc(Cl)ccc1NS(=O)(=O)c1ccc2c(c1)CC(C)N2C(=O)C1CCC1 (stereo not drawn) returned FLuc counter inconclusive.
Screening COCCCNC(=O)c1[nH]c2ccccc2c1Sc1ccc(C)cc1 returned FLuc counter -11.0%.
Screening COc1ccc(-n2ncc(C(=O)N3CCN(c4ncccn4)CC3)c2C2CCN(C(=O)OC(C)(C)C)CC2)cc1 returned FLuc counter 0.6%.
`Cc1cccc(-n2ncc3c(N4CCCC(C)C4)ncnc32)c1` (stereo not drawn) gave FLuc counter 0.426µM*.
COc1cccc(C(=O)c2cn(CC(=O)Nc3cccc(Cl)c3C)c3nc(C)ccc3c2=O)c1 was read as FLuc counter 3.7%.
Cc1ccc(C(=O)CSc2nc(C)cc(C)c2C(=O)Nc2cccc(C)c2)cc1 was read as FLuc counter -12.6%.
For O=C(Nc1nnc(S(=O)(=O)N2CCCc3ccccc32)s1)c1ccccc1Br the results were FLuc counter 6.0%.
`O=S(=O)(c1ccc(Cl)cc1)c1nc(-c2ccccc2F)oc1NCc1ccccc1` gave FLuc counter -0.2%.
For COc1ccccc1NC(=O)CSc1ccc(-c2sc(C)nc2C)nn1 the results were FLuc counter inconclusive.
For Cc1ccccc1OCc1ccc(-c2nc(C#N)c(N3CCN(C)CC3)o2)o1 the results were FLuc counter -0.4%.
Screening CCOc1ccc(C(NC(=O)c2cc(OC)c(OC)c(OC)c2)c2cc(Cl)c3cccnc3c2O)cc1 (stereo not drawn) returned FLuc counter -4.4%.
Screening Cc1cccc(OC(C)C(=O)Nc2ncn[nH]2)c1 (stereo not drawn) returned FLuc counter -2.6%.
`CCc1ccc(OCC(=O)N(Cc2ccc(C(C)C)cc2)C2CCS(=O)(=O)C2)cc1` (stereo not drawn) gave FLuc counter 1.2%.
For O=C(COc1ccc2ccccc2c1)NC1CC(=O)N(c2ccc(F)cc2)C1 (stereo not drawn) the results were FLuc counter 4.8%.
For COc1ccc(NC(=O)Cn2c(=O)n(-c3cc(C)cc(C)c3)c(=O)c3oc4ccccc4c32)cc1OC the results were FLuc counter -0.4%.
`CCc1nn(CC(=O)N2CCCCC2)c(=O)c2cc3sc(C)cc3n12` gave FLuc counter -2.8%.
Screening COC(=O)C(Cc1c[nH]c2ccccc12)NC(=O)COc1cccc(C)c1 (stereo not drawn) returned FLuc counter -0.4%.
Screening COc1ccc(N2CCN(C(=O)c3cnc(N4CCCC4)nc3C)CC2)cc1 returned FLuc counter 3.3%.
COc1cc(OC)c(Nc2nc3ccc(C)cc3n3nnnc23)cc1Cl was read as FLuc counter 3.9%.
CN(C)c1ccc(CN(CC2CCCO2)C(=O)COc2ccccc2Cl)cc1 (stereo not drawn) was read as FLuc counter -12.1%.
Screening CCOC(=O)c1ccc(N2C(=O)c3[nH]nc(-c4ccccc4)c3C2c2cccs2)cc1 (stereo not drawn) returned FLuc counter -13.3%.
CC1CCc2onc(C(=O)N3CCN(c4ccccc4)CC3)c2C1 (stereo not drawn) was read as FLuc counter 5.3%.
Screening COC(=O)c1ccc(NC(=O)C(=O)NCC(c2cccnc2)N2CCc3ccccc32)cc1 (stereo not drawn) returned FLuc counter -1.6%.
`CCOc1ccccc1CNC(=O)CCCn1c(=O)c2cccn2c2cccnc21` gave FLuc counter -7.3%.
Cc1cc(C)c(NC(=O)CCN2C(=O)c3ccccc3Sc3ncccc32)c(C)c1 was read as FLuc counter -2.0%.
`CCn1c(C(=O)N2CCC(C(=O)NCCCOC)CC2)cc2sccc21` gave FLuc counter -1.0%.
Screening Cc1ccc(C(=O)O)cc1NC(=O)c1nsc2ccccc12 returned FLuc counter inconclusive.
COc1ccc(-c2n[nH]c3c2C(c2ccccn2)N(C)C3=O)cc1 (stereo not drawn) was read as FLuc counter -6.6%.
For COc1ccc(-c2nc(CNS(=O)(=O)c3ccccc3)cs2)cc1 the results were FLuc counter -0.5%.
COc1ccccc1NC(=O)CN1C(=O)c2cccc3cccc1c23 was read as FLuc counter -1.2%.
CCOC(=O)c1oc2c(c1C)-c1nn(Cc3ccc(Cl)cc3)cc1CC2 was read as FLuc counter -7.0%.
Cc1ccc(Cn2ccn(CC(=O)Nc3c(C)cc(C)cc3C)c(=O)c2=O)cc1 was read as FLuc counter -4.7%.
`Cc1cc2c(cc1C)NC(CC(=O)Nc1cccc(C)c1C)C(=O)N2` (stereo not drawn) gave FLuc counter 5.0%.
Screening CCCC(=O)Nc1ccc2nc(SCC(=O)N3CCOCC3)sc2c1 returned FLuc counter inconclusive.
CN(C)c1ccc(CNC(=O)c2ccc(NC(=O)c3nsc4ccccc34)cc2)cc1 was read as FLuc counter 2.69µM*.
For COC(=O)c1sc2cccc(F)c2c1S(=O)(=O)Nc1cc(OC)cc(OC)c1 the results were FLuc counter -5.9%.
COc1cc(C2c3c(-c4ccccc4O)n[nH]c3C(=O)N2CCO)ccc1OCc1ccccc1 (stereo not drawn) was read as FLuc counter -0.3%.
For O=C(CSc1nccn1C1CCCC1)Nc1ccccc1 the results were FLuc counter inconclusive.
For CCOC(=O)c1ccc(NC(=O)c2c(NCc3sccc3C)sc3c2CCC(C)C3)cc1 (stereo not drawn) the results were FLuc counter -2.1%.
For Oc1c(C(c2ccccc2Cl)N2CCC(O)CC2)sc2nc(-c3ccco3)nn12 (stereo not drawn) the results were FLuc counter -15.9%.
Screening Cc1ccc2oc(=O)c(-c3nc4ccc(C)cc4[nH]3)cc2c1 returned FLuc counter 2.9%.
For Cc1ccc(CNC(=O)CCc2c(C)c3ccc(O)c(C)c3oc2=O)cc1 the results were FLuc counter 0.0%.
Screening CCC(=O)NC1CC(=O)N(c2ccc3c(c2)OCCO3)C1 (stereo not drawn) returned FLuc counter -1.7%.
For CC1CCN(S(=O)(=O)c2ccc3nc(N4CCN(c5ccccc5F)CC4)ccc3c2)CC1 the results were FLuc counter -0.6%.
`COc1ccccc1CNc1nc2c(S(=O)(=O)c3ccccc3)nnn2c2ccc(Cl)cc12` gave FLuc counter -0.5%.
For CCN(CCCNC(=O)c1nn(-c2ccc(OC)cc2)c(=O)c2c1c1ccccc1n2C)c1cccc(C)c1 the results were FLuc counter 4.0%.
`O=C(C1CCC(Cn2c(=O)c3sccc3n(Cc3ccccc3F)c2=O)CC1)N1CCCCC1` (stereo not drawn) gave FLuc counter -10.1%.

Of the compounds above, these contain a COOH group.
Screening Cc1c(CNC2CCCCCC2)c(C(=O)O)c(C)n1Cc1c(F)cccc1Cl returned FLuc counter -6.3%.
Screening COC(=O)c1ccccc1NC(=O)Cn1c(CCC(=O)O)ccc1-c1ccc(C)cc1 returned FLuc counter inconclusive.
Screening Cc1ccc(C(=O)O)cc1NC(=O)c1nsc2ccccc12 returned FLuc counter inconclusive.
